# West Nile antiviral = West Nile virus antiviral activity, cell-based, CPE readout (AID 1621) | hit rate 0.02% among 290,000 | West Nile virus-infected cells, CPE inhibition; higher % means a stronger effect | CPE inhibition, % at 10 µM, or IC50 in µM where a hit was titrated; in the data active = a potency from the dose series; inconclusive = CPE inhibition mostly from about 3.7% at the one dose, without a potency; inactive = the rest, 99 in 100 with CPE inhibition below about 2.2%; note: strong numbers were not always called active
# HEK293 NOD2/NF-kB = NOD2 signaling inhibitors, cell-based, luminescence, uHTS, HEK293 (AID 1566) | hit rate 0.63% among 290,000 | HEK293 NOD2/NF-kB luciferase reporter, luminescence; higher % means a stronger effect | inhibition, % at 4 µM, or EC50 in µM where a hit was titrated; note: many of its hits are not listed in these tables
# Yfh1-off respiration = enhancers of respiration in Yfh1-depleted yeast, dose response, Friedreich's ataxia, plus single-dose screen (AID 1465); S. cerevisiae Yfh1-off respiration, WST-1 reduction, 72 h; higher fold induction means a stronger effect; fold induction at 50 µM, or EC50 in µM where a hit was titrated; hit rate 0.074% among 220,000;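 active = fold induction of absorbance versus untreated yeast above a set limit, then at least 30% activation at any dose in follow-up; inconclusive = repeats straddling the limit, or above it without dose testing; inactive = fold induction below the set limit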;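 note: activators that raise dye reduction in frataxin-depleted yeast; strong numbers were not always called active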
# HIV peptide binding = inhibitors of HIV fusion peptide binding, primary screen, biochemical, uHTS, fluorescence dequenching (AID 1986); cell-free peptide binding, fluorescence dequenching, 30 min; higher % means a stronger effect; inhibition, % at 20 µM, or IC50 in µM where a hit was titrated; hit rate 0.3% among 290,000; in the data active = inhibition mostly above about 52%, no sharp cut-off; inactive = mostly below about 76%; note: some results filed as inactive read as strong as hits
# NOD1 inhibition = inhibition of NOD1-driven NF-kB reporter – cell-based, luminescence, uHTS, primary screen (AID 1578). one-dose inhibition, % at 4 µM; EC50 in µM for titrated hits. NOD1-driven NF-kB luciferase reporter cells, luminescence; higher % means a stronger effect. hit rate 1% among 290,000; in the data active = inhibition mostly above about 36%, no sharp cut-off; inactive = mostly below about 34%;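 note: HEK-293T reporter cells stimulated with the NOD1 agonist gamma-tri-DAP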
# AID2073 = inhibitors of Mint1-CaV2.2 protein interaction, biochemical, HTRF (AID 2073); inhibition, % at 20 µM; hits with a dose series show IC50 in µM; hit rate 0.19% among 290,000; HTRF protein-protein interaction, Mint1-CaV2.2; higher % means a stronger effect; in the data active = inhibition mostly above about 51%, no sharp cut-off; inconclusive = no clear call, values can overlap the other calls; inactive = mostly below about 53%; note: some results filed as inactive read as strong as hits
# KOR beta-arrestin-1 = KOR agonists, beta-arrestin recruitment, primary screen, cell-based, luminescence, uHTS (AID 1777) | KOR beta-arrestin recruitment, luminescence; higher % means a stronger effect | one-dose activation, % at 10 µM; EC50 in µM for titrated hits | hit rate 0.02% among 280,000; in the data active = activation above about 50%, passing the limit was not always enough; note: a part of the inactive calls stands beside numbers as strong as those of hits
# KOR beta-arrestin-2 = kappa opioid receptor blockers – cell-based, luminescence, uHTS (AID 1778) | KOR beta-arrestin recruitment, luminescence, antagonist mode; higher % means a stronger effect | inhibition, % at 10 µM, or IC50 in µM where a hit was titrated | hit rate 0.091% among 290,000; note: strong numbers were not always called active
# NS5 inhibitors = Dengue-2 NS5 methyltransferase inhibitors, primary screen, biochemical, confirmation dose response (AID 588689). Dengue-2 NS5 methyltransferase capping enzyme assay, biochemical; higher % means a stronger effect. inhibition, % at 25 µM; hits with a dose series show IC50 in µM. hit rate 0.3% among 340,000; in the data active = a potency from the dose series; inconclusive = inhibition above about 29% without an active follow-up result
# An asterisk follows results filed as active; i = inactive; ? = inconclusive; · = no result given; & = joins results of further samples; [ ] = another dose, or the depositor's remark. Cut-off read from the data, not from the text of the source, unless noted: active = inhibition above about 50%; inactive = the rest. A portion of the library; the hit share may differ from the screen's.
SMILES,West Nile antiviral,HEK293 NOD2/NF-kB,Yfh1-off respiration,HIV peptide binding,NOD1 inhibition,AID2073,KOR beta-arrestin-1,KOR beta-arrestin-2,NS5 inhibitors
CCOc1ccc(Nc2oc(Cc3ccccc3)nc2C#N)cc1,0.0%,-19%,i,1.2%,-28%,1%,0.7%,2%,-5%
COc1cccc(NC(=O)Cn2c(=O)n(CC3CCCO3)c(=O)c3ccccc32)c1 (configuration not stated),-0.6%,5%,i,-0.6%,-22%,14%,-0.3%,-8%,-3%
Cc1ccc(CN2CCNC(=O)C2CC(=O)NC2CCCCCC2)o1 (configuration not stated),-0.2%,-1%,i,5.6%,-12%,5%,2.4%,-24%,2%
CN(Cc1ccno1)Cc1cn(C)nc1-c1ccc(Oc2ccccc2)cc1,-0.6%,-11%,i,0.4%,-7%,-3%,1.3%,-26%,-3%
COc1ccc(N2C(=S)NC(C)(C)CC2(C)c2ccc(OC(C)=O)cc2OC(C)=O)cc1 (configuration not stated),0.5%,7%,i,0.2%,-26%,10%,-5.3%,-24%,0%
CCC/C(O)=C1\C(=O)CCCC1=NC(C)C(=O)O (configuration not stated),-0.1%,16%,i,-4.3%,-6%,4%,-3.2%,13%,-4%
CC(C)(C)C1CCC2(CC1)Nc1cccc3cccc(c13)N2,1.8%,11%,i,18%,26%,11%,-1.2%,-20%,5%
COc1ccc(-c2csc(Nc3ccccc3)[n+]2CC(O)c2ccc([N+](=O)[O-])cc2)cc1 (configuration not stated),-0.6%,13%,i,0.0%,19%,-9%,3.5%,12%,-17%
O=C(CSc1ccc2ccccc2c1)N1CCN(c2ccc(O)cc2)CC1,-0.4%,-25%,i,-4.6%,0%,-3%,·,26%,-9%
Cc1cc(C)nc(SCc2nnc(SCC(=O)Nc3nccs3)n2C)n1,0.3%,4%,i,2.0%,-17%,-4%,-4.0%,-12%,-1%
CCCC(=O)c1ccc(N2CCN(S(=O)(=O)c3ccccc3)CC2)c(F)c1,-0.3%,-8%,i,-2.9%,-6%,-5%,-5.4%,12%,-4%
Cc1ccc(CSCCNC(=O)CCSc2ccccc2)cc1,0.0%,-16%,i,3.7%,-5%,25%,2.5%,5%,0%
COc1cc(Nc2ncnc(N)n2)cc(OC)c1OC,0.5%,-30%,i,-0.8%,0%,-1%,-4.6%,17%,-1%
COC(=O)[C@H](CCSC)NC(=O)N1CCN(Cc2ccccc2)CC1,0.0%,2%,i,-2.6%,-4%,-3%,1.8%,30%,-3%
Nn1c(SCC(=O)N2CCOCC2)nnc1-c1ccccc1Cl,0.3%,6%,i,-2.6%,13%,-7%,-0.7%,-12%,-1%
Cc1ccc(Cl)cc1N1CCN(C(=O)CN(C2CCCCC2)S(C)(=O)=O)CC1,-0.6%,11%,i,-0.7%,-5%,-5%,-4.6%,16%,-7%
COc1ccc(OC)c(/C=N/N(CCC#N)C2=NS(=O)(=O)c3ccccc32)c1,-0.3%,7%,·,-2.5%,-19%,29%,1.6%,0%,-3%
CC(C)C[C@H](NC(=O)OC(C)(C)C)C(=O)NCC1CCC(C(=O)N[C@@H](Cc2ccccc2)C(=O)O)CC1 (some centres not stated),-0.5%,23%,·,-0.4%,2%,8%,-2.3%,-6%,1%
O=C1CCC(CCC(=O)N2CCCC(C(=O)c3ccc(Cl)cc3)C2)=NN1 (configuration not stated),0.2%,-5%,i,-0.3%,-47%,5%,4.6%,-14%,-4%
CCOc1ccc(C2Sc3ccccc3NC3=C2C(=O)OC3)cc1 (configuration not stated),-1.2%,-18%,i,-2.1%,-13%,-2%,2.4%,-3%,2%
COc1ccc(CC(=O)OCc2cc3cccc(C)c3[nH]c2=O)cc1,0.6%,8%,i,-2.5%,-23%,8%,-3.7%,-3%,0%
COc1ccc(CNC(=O)c2ccc(NC(=O)C3=CSCCO3)cc2)cc1,1.3%,-1%,·,2.7%,-49%,3%,-1.7%,-3%,3%
COc1cccc(C(=O)NCCSc2ccc(C)cc2)c1,-0.6%,-18%,i,-2.7%,55%,2%,-0.8%,15%,0%
Cc1sc2nc(SCc3nc(-c4cccs4)no3)n(-c3ccccc3)c(=O)c2c1C,0.5%,39%,i,-0.8%,29%,7%,1.7%,9%,-1%
CC12CCC(C(=O)N(NC(=O)c3cc(Cl)ccc3O)C1=O)C2(C)C (configuration not stated),0.2%,16%,i,4.4%,-8%,6%,-2.4%,18%,3%

# Some of these compounds in order of the West Nile antiviral value, ascending:
compound | West Nile antiviral
CCOc1ccc(C2Sc3ccccc3NC3=C2C(=O)OC3)cc1 (configuration not stated) | -1.2%
Cc1ccc(Cl)cc1N1CCN(C(=O)CN(C2CCCCC2)S(C)(=O)=O)CC1 | -0.6%
COc1ccc(OC)c(/C=N/N(CCC#N)C2=NS(=O)(=O)c3ccccc32)c1 | -0.3%

# The main list resumes, repeating the 4 entries before the break.
SMILES,West Nile antiviral,HEK293 NOD2/NF-kB,Yfh1-off respiration,HIV peptide binding,NOD1 inhibition,AID2073,KOR beta-arrestin-1,KOR beta-arrestin-2,NS5 inhibitors
COc1ccc(CNC(=O)c2ccc(NC(=O)C3=CSCCO3)cc2)cc1,1.3%,-1%,·,2.7%,-49%,3%,-1.7%,-3%,3%
COc1cccc(C(=O)NCCSc2ccc(C)cc2)c1,-0.6%,-18%,i,-2.7%,55%,2%,-0.8%,15%,0%
Cc1sc2nc(SCc3nc(-c4cccs4)no3)n(-c3ccccc3)c(=O)c2c1C,0.5%,39%,i,-0.8%,29%,7%,1.7%,9%,-1%
CC12CCC(C(=O)N(NC(=O)c3cc(Cl)ccc3O)C1=O)C2(C)C (configuration not stated),0.2%,16%,i,4.4%,-8%,6%,-2.4%,18%,3%
CCc1ccc2[nH]c3nc(SCc4nnc(-c5ccccc5)o4)nnc3c2c1,0.1%,7%,i,-1.6%,-6%,39%,-0.1%,5%,-2%
C=CCSc1nc2sc3c(c2c(=O)[nH]1)CC(C)(CC)OC3 (configuration not stated),0.1%,-6%,·,-1.3%,-18%,?,2.5%,16%,-5%
CCN1CCC[C@H]1CNC(=O)c1cc(S(N)(=O)=O)ccc1OC,0.0%,2%,i,0.3%,-4%,1%,4.3%,-13%,·
Cc1ccnc2nc(C(=O)NCc3cccs3)nn12,0.1%,-3%,i,0.9%,-31%,-8%,0.1%,44%,-6%
COC1CCN(Cc2c(C(=O)N3C[C@@H](C)O[C@@H](C)C3)nc3ccc(Cl)cn23)CC1,0.1%,18%,·,2.8%,-6%,-1%,0.6%,-2%,3%
COc1ccc(C2N=C(c3ccccc3)C(C)(C)N2O)cc1OC (configuration not stated),0.1%,-10%,i,3.7%,-11%,4%,-0.1%,-3%,4%
Cc1cc(C)c2nc(-c3ccco3)cc(C(=O)O)c2c1,0.1%,7%,i,56%,-46%,50%,1.1%,-12%,2%
Cc1ccccc1NC(=O)C[n+]1cc(-c2ccccc2)n2c1CCC2,0.4%,16%,i,-1.4%,2%,3%,0.3%,28%,5%
CC(C)Cc1ccc(S(=O)(=O)NCC2CCCO2)cc1 (configuration not stated),-2.2%,9%,·,0.9%,-6%,-2%,-0.7%,7%,-7%
CCCc1cc(C(=O)N2CCN(S(=O)(=O)c3ccc(OC)c(OC)c3)CC2)cs1,-0.6%,3%,i,0.9%,-18%,2%,3.5%,31%,-5%
Cc1ccc(NC(=O)CN2CC(C)SC2=NC2CCCCC2)cc1 (configuration not stated),-0.1%,-6%,i,-2.1%,-29%,0%,22%,33%,-10%&-11%
O=C(CCCl)N(Cc1nc2ccccc2c(=O)[nH]1)Cc1cccs1,-0.6%,5%,i,-0.3%,-13%,-4%,·,1%[20 µM],-4%
O=C(O)CCc1ccccc1OC(=O)c1ccccc1,0.1%,15%,i,-0.7%,0%,9%,-2.8%,7%,9%
Cc1ccc(CNC(=O)CN2C(=O)NC(C)(c3ccccc3Cl)C2=O)cc1 (configuration not stated),-1.0%,-4%,·,1.2%,-13%,7%,5.5%,-12%,-7%
O=C(Nc1cc(=O)[nH]c2ncnn12)c1ccccc1,-0.2%,4%,i,-0.8%,-15%,-27%,-2.4%,14%,-10%
CCOc1ccccc1/C=c1\sc2ncnn2c1=O,0.1%,20%,i,1.4%,28%,5%,10%,9%,3%
CCc1ccc(NC(=O)N2CCCCCC2)cc1,-0.7%,-30%,·,1.3%,-42%,0%,1.2%,4%,2%
CCC1C2CN(C(C)=O)CC=C2C(C#N)=C(N)C1(C#N)C#N (configuration not stated),-0.5%,16%,i,0.8%,8%,0%,-5.3%,2%,1%
CC(C)CCN1CC(C(=O)N2CCN(c3ccc(F)cc3)CC2)CC1=O (configuration not stated),-0.3%,18%,i,-2.7%,4%,-2%,4.9%,-7%,-3%
Cc1ccc(-c2nc(NCc3ccco3)n(S(C)(=O)=O)n2)cc1,0.2%,0%,i,-1.4%,-22%,-5%,-3.4%,25%,-15%
O=C(NCc1cccnc1)c1ccc(NC(=O)c2ccc([N+](=O)[O-])cc2)cc1,0.1%,14%,·,-1.0%,-43%,-7%,2.0%,9%,8%
CN(CCOc1ccccc1)CC(=O)Nc1cc([N+](=O)[O-])ccc1Cl,-1.2%,17%,i,3.9%,3%,-10%,-6.9%,-7%,-7%
COc1ccc(/C=C2\SC(c3ccc(C)cc3)=NC2=O)cc1OC,-1.0%,-14%,i,98%*,-18%,-1%,5.8%,-32%,0%
CCOC(=O)c1c(CN2CCN(CC#N)CC2)n(C)c2cc(Br)c(OC)cc12,0.3%,14%,·,-0.5%,-7%,-4%,0.9%,-3%,-5%
c1ccc(-c2nnc(OCc3cccnc3)c3ccccc23)cc1,-0.4%,22%,i,-2.0%,-19%,-6%,-4.8%,3%,5%
COCC(=O)Nc1ccc(S(=O)(=O)Nc2ccccn2)cc1,-0.2%,12%,i,-1.7%,-31%,4%,9.7%,-8%,-3%
CC(C)CNC(=O)COC(=O)c1cccc(S(=O)(=O)NCC(F)(F)F)c1,0.7%,-2%,i,-1.7%,6%,4%,·,-17%,-3%
CCN(CC)c1cnn(C/C(=N\OC)c2ccc(Cl)cc2)c(=O)c1Br,-0.4%,-5%,i,1.0%,-10%,-8%,20%,12%,-6%
COc1ccc(OC)c(NS(=O)(=O)Cc2ccccc2)c1,·,-16%,·,-2.8%,9%,6%,2.8%,11%,·

# 4 of the compounds above, with tabs.
Compound	West Nile antiviral	HEK293 NOD2/NF-kB	Yfh1-off respiration	HIV peptide binding	NOD1 inhibition	AID2073	KOR beta-arrestin-1	KOR beta-arrestin-2	NS5 inhibitors
CCc1ccc2[nH]c3nc(SCc4nnc(-c5ccccc5)o4)nnc3c2c1	0.1%	7%	i	-1.6%	-6%	39%	-0.1%	5%	-2%
C=CCSc1nc2sc3c(c2c(=O)[nH]1)CC(C)(CC)OC3 (configuration not stated)	0.1%	-6%	·	-1.3%	-18%	?	2.5%	16%	-5%
CCN1CCC[C@H]1CNC(=O)c1cc(S(N)(=O)=O)ccc1OC	0.0%	2%	i	0.3%	-4%	1%	4.3%	-13%	·
Cc1ccnc2nc(C(=O)NCc3cccs3)nn12	0.1%	-3%	i	0.9%	-31%	-8%	0.1%	44%	-6%

# High-throughput results deposited in PubChem by several laboratories.
